From PubChem
PglD inh = inhibitors of Campylobacter jejuni PglD acetyltransferase. inhibition, % at 12.5 µM. purified PglD enzyme, DTNB colorimetric CoA detection. hit rate 0.098% among 360,000; in the data active = inhibition above about 16%, passing the limit was not always enough; inconclusive = no clear call, values can overlap the other calls; also: strong numbers were not always called active
LGR2 inh = blocks bursicon-induced cAMP signaling via Drosophila LGR2; HEK293 LGR2, CRE-luciferase, bursicon-stimulated, 4 h; inhibition, % at 9.99 µM; hit rate 0.35% among 380,000;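 active = drop in luminescence signal, shown as inhibition above about 50% in the replicate tests, limit read from the data, passing the limit was not always enough; inconclusive = probably only some replicates passing the limit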;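 also: agonist challenge used bursicon conditioned medium at about half maximal strength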
EWS-Fli inh = blocks EWS/Fli oncoprotein-driven transcription. A673 NR0B1-luciferase reporter, viability-normalised. inhibition, % at 12.6 µM. hit rate 0.67% among 350,000. AID 651661;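 active = mean inhibition of at least 50% after viability correction, with every replicate also passing that limit; inconclusive = mean reaches 50% but only one of two replicates passes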;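 also: firefly luciferase signal divided by Alamar Blue viability fluorescence both relative to DMSO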
S100A4 inh HTS = blocks human S100A4 binding to myosin IIA peptide; hit rate 0.14% among 360,000; P26447; inhibition, % at 10.7 µM; S100A4/TAMRA-MyoIIA peptide fluorescence polarization;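 active = mean inhibition of at least 70% across replicates, with every replicate also reaching that level; inconclusive = mean inhibition reaches 70% but some replicates fall short; inactive = mean inhibition below 70%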
Target sequence (P26447 whole entry, looked up): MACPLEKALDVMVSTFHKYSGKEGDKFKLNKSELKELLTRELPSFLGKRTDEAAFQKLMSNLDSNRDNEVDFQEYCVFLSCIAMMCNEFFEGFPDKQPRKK
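incubation = readout 5 min after mixing, signal stable up to 60 min | system = S100A4 monomer protein | buffer or medium = HEPES pH 7.2 with CaCl2, KCl, NaCl, DTT, Triton | benchmarks = neutral control DMSO, positive control TFP | also added = fluorescent myosin IIA peptide, 5 nM | compound dosing = one concentration per compound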
FN deposition inh = fibronectin deposition inhibition | AH1F fibroblasts, Alexa488-fibronectin deposition fluorescence, overnight | inhibition, % at 12.6 µM | hit rate 0.086% among 350,000 | AID 743247;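 active = mean inhibition across replicates of 30% or more, regardless of how many single replicates reach that level; inconclusive = mean under 30% yet at least half of replicates reach 30%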;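 also: positive control wells lacked labelled fibronectin entirely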
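Material: AH1F fibroblast monolayer depositing Alexa488-labelled fibronectin into matrix / Amount: 10000 AH1F cells per well / Signal: fluorescence 485/525 nm / Medium: DMEM, 2% serum / Compound: single dose, pinned / Incubation: 1 h cell adhesion before compound, then overnight fibronectin incubation / Reagent: Alexa488-FN, 24 nM final / Read-out: inhibition of fibronectin deposition signal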
ERAP1 HTS inh = inhibitors of human ERAP1 aminopeptidase; Q9NZ08; recombinant ERAP1, Leu-AMC fluorescence, 60 min; inhibition, % at 10.7 µM; hit rate 0.15% among 340,000; AID 652197;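 active = mean replicate inhibition of at least 30%, or all replicates individually reaching that 30% level; inactive = mean below 30% and not every replicate reaching it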;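 also: 0% = neutral control wells and 100% = L-leucinethiol positive control wells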
Target sequence (Q9NZ08 whole entry, looked up): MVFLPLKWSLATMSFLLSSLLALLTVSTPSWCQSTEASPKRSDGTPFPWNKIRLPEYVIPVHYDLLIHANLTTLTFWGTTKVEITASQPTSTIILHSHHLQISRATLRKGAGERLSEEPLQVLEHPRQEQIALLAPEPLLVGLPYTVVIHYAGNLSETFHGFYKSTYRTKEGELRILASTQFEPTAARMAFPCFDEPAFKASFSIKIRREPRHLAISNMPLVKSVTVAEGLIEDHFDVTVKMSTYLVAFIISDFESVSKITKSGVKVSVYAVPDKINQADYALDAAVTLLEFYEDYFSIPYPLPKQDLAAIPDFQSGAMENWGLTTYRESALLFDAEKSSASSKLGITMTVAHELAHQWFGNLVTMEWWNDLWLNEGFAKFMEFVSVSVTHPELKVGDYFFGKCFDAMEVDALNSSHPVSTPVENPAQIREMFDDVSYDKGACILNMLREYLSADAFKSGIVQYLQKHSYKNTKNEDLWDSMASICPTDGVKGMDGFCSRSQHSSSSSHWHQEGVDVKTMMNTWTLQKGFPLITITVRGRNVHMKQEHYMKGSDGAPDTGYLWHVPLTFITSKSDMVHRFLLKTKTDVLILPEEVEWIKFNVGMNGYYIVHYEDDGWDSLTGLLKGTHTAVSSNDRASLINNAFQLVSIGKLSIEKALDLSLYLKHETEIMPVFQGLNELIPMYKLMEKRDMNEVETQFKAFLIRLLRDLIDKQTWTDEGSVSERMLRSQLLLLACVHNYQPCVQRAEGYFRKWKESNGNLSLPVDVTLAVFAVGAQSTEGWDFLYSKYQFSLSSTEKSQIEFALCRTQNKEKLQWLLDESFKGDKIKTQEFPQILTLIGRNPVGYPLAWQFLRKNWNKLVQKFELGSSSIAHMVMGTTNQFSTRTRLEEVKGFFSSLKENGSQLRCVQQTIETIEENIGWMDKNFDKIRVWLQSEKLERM
PGC1a acetyl inh = lowers PGC1a acetylation signal in U2OS cells | AlphaScreen anti-acetyl-lysine; with virally co-expressed GCN5 acetyltransferase | inhibition, % at 15.6 µM | hit rate 0.17% among 350,000 | AID 651687;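 active = every replicate shows inhibition of at least 40%; inconclusive = mean inhibition at least 40% but some replicate below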;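 also: 0% = neutral control wells and 100% = positive control wells; some results beyond the cut were filed as inactive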
PAX8 reporter = inhibitors of PAX8 transcriptional activity in RMG-I cells. RMG-I TPO-luciferase reporter, SteadyGlo, 24 h. inhibition, % at 12.6 µM. hit rate 1.2% among 360,000;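 active = mean replicate inhibition at least 60% with every replicate also reaching 60%; inconclusive = only one of the two criteria is met; inactive = mean below 60% and not all replicates reaching 60%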;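 also: luciferase light reporting Pax8 driven TPO promoter activity; plate controls were median of neutral control wells for no effect and mitoxantrone controls for full effect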
Active calls of the source: *; ? = inconclusive; / = no result given; & = joins results of further samples.

A first look:
SMILES	PglD inh	LGR2 inh	EWS-Fli inh	S100A4 inh HTS	FN deposition inh	ERAP1 HTS inh	PGC1a acetyl inh	PAX8 reporter
Cc1nnc(SCC(=O)N(CC(C)C)c2c(N)n(Cc3ccccc3)c(=O)[nH]c2=O)n1N	-4	11	-1	-3	/	6	3	-2
COc1cc(/C=C/C(=O)OCC(=O)Nc2cc(C(F)(F)F)ccc2N2CCOCC2)ccc1O	-3	/	15	-2	3	-1	14	-2
N=C(N)SCCc1cnc[nH]1	7	10	5	7	3	0	-18	-12
C[C@@H]1CN([C@@H](C)CO)C(=O)Cc2cc(NC(=O)CCC(F)(F)F)ccc2O[C@H]1CN(C)Cc1ccncc1	2	-7	/	6	/	-1	2	0
Cc1ccc(CNC(=O)C2(C)CCN2C(=O)Cc2ccc(C(C)(C)C)cc2)cc1 (stereo unspecified)	0	-4	2	2	-8	1	-19	18
CCN(C(=O)CSc1nc2cc(S(=O)(=O)N(CC)CC)ccc2n1CC)C1CCS(=O)(=O)C1 (stereo unspecified)	/	-5	1	-1	-2	-8	-7	6
CC1=C([N+](=O)[O-])C(c2cccc(Br)c2)C2=C(N1)c1ccccc1C2=O (stereo unspecified)	-1	/	/	/	-10	/	5	85*

The listing, from the first entry:
SMILES	PglD inh	LGR2 inh	EWS-Fli inh	S100A4 inh HTS	FN deposition inh	ERAP1 HTS inh	PGC1a acetyl inh	PAX8 reporter
Cc1nnc(SCC(=O)N(CC(C)C)c2c(N)n(Cc3ccccc3)c(=O)[nH]c2=O)n1N	-4	11	-1	-3	/	6	3	-2
COc1cc(/C=C/C(=O)OCC(=O)Nc2cc(C(F)(F)F)ccc2N2CCOCC2)ccc1O	-3	/	15	-2	3	-1	14	-2
N=C(N)SCCc1cnc[nH]1	7	10	5	7	3	0	-18	-12
C[C@@H]1CN([C@@H](C)CO)C(=O)Cc2cc(NC(=O)CCC(F)(F)F)ccc2O[C@H]1CN(C)Cc1ccncc1	2	-7	/	6	/	-1	2	0
Cc1ccc(CNC(=O)C2(C)CCN2C(=O)Cc2ccc(C(C)(C)C)cc2)cc1 (stereo unspecified)	0	-4	2	2	-8	1	-19	18
CCN(C(=O)CSc1nc2cc(S(=O)(=O)N(CC)CC)ccc2n1CC)C1CCS(=O)(=O)C1 (stereo unspecified)	/	-5	1	-1	-2	-8	-7	6
CC1=C([N+](=O)[O-])C(c2cccc(Br)c2)C2=C(N1)c1ccccc1C2=O (stereo unspecified)	-1	/	/	/	-10	/	5	85*
COc1ncnc2c1ncn2CCCNCC(c1ccccc1)c1ccccc1	0	4	1	-2	10	-2	1	1
CCCCN1CC(COCc2ccccc2)Oc2cccc(Oc3ccc(F)cc3OC)c2S1(=O)=O (stereo unspecified)	/	4	13	13	2	-4	/	32
COc1ccccc1NC(=O)/C=C\C(=O)O	3	12	6	-3	3	1	/	-14
Cc1cc(C)cc(N(C(=O)CNS(=O)(=O)c2ccccc2)C(C(=O)NCc2ccccc2)c2ccc(C)o2)c1 (stereo unspecified)	2	-4	4	-3	2	4	-9	20
O=C(N/N=C/c1cccs1)c1cc(-c2cccc3ccccc23)n[nH]1	/	-151	25	-1	12	-1	/	-17
CCC(C)NC(=O)C1CCN(C(=O)c2ccccc2)CC1 (stereo unspecified)	-5	0	-2	-2	/	0	-15	/
CCOc1ccccc1OCCN1CCCC1	-3	11	13	-2	-7	-2	/	-2
O=C(NCc1nnnn1-c1cccc(F)c1)c1ccc(S(=O)(=O)N2CCOCC2)cc1	-5	-7	-4	-4	-2	-4	/	3
OC[C@@H]1Nc2ccc(C#Cc3ccc(F)cc3)cc2[C@H]2[C@@H]1CCN2Cc1ccc2c(c1)OCO2	3	4	-3	1	4	-4	-1	-1
CC(C)CC#Cc1ccc([C@H]2[C@@H](CO)N3C(=O)CN(C(=O)c4ccccn4)C[C@@H]23)cc1	/	6	-12	-5	-4	3	-8	/
c1ccc(Cc2cnc(N3CCN(Cc4cccc(-c5ccsc5)n4)CC3)nc2)cc1	/	12	21	-16	-5	1	/	17
Cc1ccc(N2C(=O)C3C4C=CC(CNC(=S)Nc5cccc(Cl)c5)(O4)C3C2=O)cc1 (stereo unspecified)	-1	/	9	1	7	0	-10	5
C=CCn1c(SCC(=O)N(C)C)nc2sc3c(c2c1=O)CCC3	-4	10	/	1	-1	-4	1	-10
COc1ccc(N(C(=O)c2snc(C(N)=O)c2N)C(C(=O)NC2CCCC2)c2ccco2)cc1OC (stereo unspecified)	-5	8	-7	1	-16	-1	/	-4
Cc1cc(/C=N/n2c(COc3ccccc3C)nc3ccccc3c2=O)c(O)c([N+](=O)[O-])c1	/	/	-52	-2	10	2	/	10
O=C(O)c1ccc(-c2noc(-c3ccccc3F)n2)cc1	-3	11	-9	-1	3	1	/	-9
C[C@H](CO)N1C[C@H](C)[C@H](CN(C)Cc2ccccc2)Oc2ccc(NC(=O)C3CC3)cc2C1=O	-10	3	11	6	/	-1	1	13
CCOC(=O)CC1=Nc2ccccc2NC(=O)C1	-7	/	/	/	-1	/	9	4
SMILES	PglD inh	LGR2 inh	EWS-Fli inh	S100A4 inh HTS	FN deposition inh	ERAP1 HTS inh	PGC1a acetyl inh	PAX8 reporter
C[C@H]1CN([C@@H](C)CO)C(=O)c2cc(NC(=O)Cc3cn(C)c4ccccc34)ccc2O[C@@H]1CN(C)Cc1ccc(C(F)(F)F)cc1	-6	18	-1	20	/	-1	1	-5
C[C@H]1CCCCO[C@@H](CN(C)S(=O)(=O)c2ccc(Cl)cc2)[C@@H](C)CN([C@@H](C)CO)C(=O)c2cc(NS(=O)(=O)c3ccccc3)ccc2O1	1	29	8	-4&0	-9&-3	-1	6&-19	?
COc1ccc(N2C(=O)CC(C3CCCO3)C2=O)cc1 (stereo unspecified)	/	2	5	2	-9	-1	3	-2
c1ccc(CSCc2ccccc2)cc1	-2	6	-8	-2	/	1	-8	/
CNC(=O)CC1C(=O)N(c2ccc(Cl)cc2)C(=S)N1CCc1ccc(OC)c(OC)c1 (stereo unspecified)	/	0	-14	-1	0	3	/	27
COc1ccc(CCNC(=O)[C@H](C)N2C(=O)N3CCc4c([nH]c5ccccc45)[C@@]3(C)C2=O)cc1OC	-3	6	6	4	/	0	0	/
O=C(c1cccc(F)c1)N1CCCCN2[C@@H](CO)[C@@H](c3ccc(-c4ccccc4)cc3)[C@@H]2C1	-4	1	4	4	/	2	-10	17
CC(=O)c1cc2ccccc2oc1=O	1	-10	4	-3	9	1	-5	0
O=C(NN=Cc1ccco1)C(=O)Nc1ccc(Cl)c([N+](=O)[O-])c1	/	-4	-7	2	10	2	/	-15
Nc1ccc(N2CCN(c3ccc(Cl)c(Cl)c3)CC2)cc1	/	/	-24	8	-3	2	/	-3
CCCNC(=O)C(CC)NC(=O)c1cccc([N+](=O)[O-])c1 (stereo unspecified)	-9	5	12	-2	11	-7	-3	-7
COC(=O)[C@]12C[C@H](CC(=O)NCc3cccs3)C(=O)N(CCc3ccc(OC)c(OC)c3)C1=C[C@H](C(C)(C)C)O[C@@H]2C	/	6	-9	3	8	0	/	-4
COc1ccc(CCNC(=O)C2(c3ccccc3)CC2)cc1	1	4	-2	1	/	0	/	1
Cc1ccc(C(C)NC(=O)Cc2cccs2)c(C)c1 (stereo unspecified)	-1	9	-1	4	4	-1	-1	4
CCOC(=O)c1c(C)[nH]c(C)c1S(=O)(=O)NCCN1CCN(c2ccccc2F)CC1	0	-1	/	1	6	0	-9	5
C=C(C)Cn1c(CCCNC(=O)CCC)nc2ccccc21	10	/	/	/	-3	/	8	-122
C[C@H]1CN([C@@H](C)CO)C(=O)c2cc(NC(=O)Cc3ccccc3)ccc2O[C@H]1CN(C)Cc1ccc(C(=O)Nc2ccccc2N)cc1	0	4	44	-14	/	0	16	/
COc1cccc(S(=O)(=O)N2CC[C@@H]3[C@H]2c2cc(C4=CCCCC4)ccc2N(C)[C@H]3CO)c1	0	-31	-5	/	6	/	-1	8
CCOC(=O)C1CCN(c2c(N3CCCC(C(=O)OCC)C3)c(=O)c2=O)CC1 (stereo unspecified)	1	-8	2	8	2	-4	-2	7
Cc1ccc(OCC(=O)NNc2c3ccccc3nc3ccccc23)cc1	/	1	15	-1	-4	-5	/	8
CCN(C(=O)COC(=O)c1[nH]c(C)c(C(C)=O)c1C)c1c(N)n(Cc2ccccc2)c(=O)[nH]c1=O	-4	1	-2	-7	3	1	/	7
CC1Cc2ccccc2N1C(=O)c1cnsn1 (stereo unspecified)	1	/	/	/	-8	/	2	-11
CCCCCCCCNC(CO)(CO)CO	-5	3	13	5	-22	-2	15	-2
CC(C)NC(=S)N/N=C/c1cccnc1	/	/	-8	-2	-2	-3	-2	-7
COc1ccc(OCC(O)CNC(=O)Nc2ccc(F)cc2)cc1 (stereo unspecified)	/	-16	2	-9	5	/	-1	-22

The list goes on, overlapping the part above by two compounds.
SMILES	PglD inh	LGR2 inh	EWS-Fli inh	S100A4 inh HTS	FN deposition inh	ERAP1 HTS inh	PGC1a acetyl inh	PAX8 reporter
CC(C)NC(=S)N/N=C/c1cccnc1	/	/	-8	-2	-2	-3	-2	-7
COc1ccc(OCC(O)CNC(=O)Nc2ccc(F)cc2)cc1 (stereo unspecified)	/	-16	2	-9	5	/	-1	-22
O=C(C[C@H]1CC[C@@H](NC(=O)Nc2cc(F)ccc2F)[C@@H](CO)O1)Nc1ccc(-c2ccccc2)cc1	2	2	-21	5	-2	3	-5	16
N#Cc1ccccc1NC(=O)C(=O)NCC1CCCN1S(=O)(=O)c1cccs1 (stereo unspecified)	/	31	-10	3	1	1	/	-12
COc1cc([N+](=O)[O-])c(N2CCOCC2)c([N+](=O)[O-])c1OC	/	6	16	5	4	1	-1	17
COc1ccc(NC(=O)CSc2ccc3nnc(-c4cccnc4)n3n2)cc1	-2	-2	2	-4	1	1	/	-7
S=c1nc(-c2cccc(Cl)c2)[nH][nH]1	/	-5	-41	2	5	9	-12	17
C[C@@H]1CN([C@@H](C)CO)C(=O)c2cccc(NS(=O)(=O)c3ccc(F)cc3)c2O[C@@H]1CN(C)S(C)(=O)=O	0	-7	2	3	/	1	-5	/
Cc1cc(C)c2c(c1)OC(=O)CC2c1ccccc1C (stereo unspecified)	4	6	-8	-2	-13	/	0	-9

3 entries already listed, sorted by the number in LGR2 inh, lowest first:
structure | LGR2 inh
COc1ccc(NC(=O)CSc2ccc3nnc(-c4cccnc4)n3n2)cc1 | -2
Cc1cc(C)c2c(c1)OC(=O)CC2c1ccccc1C (stereo unspecified) | 6
N#Cc1ccccc1NC(=O)C(=O)NCC1CCCN1S(=O)(=O)c1cccs1 (stereo unspecified) | 31
